Assay outcomes (PubChem)
BAP1 block: blocks human BAP1 ubiquitin-AMC hydrolysis | Q92560 | activity remaining (% of control), % at 20 µM | recombinant BAP1, Ub-AMC hydrolysis fluorescence kinetic; hits give low values | hit rate 0.48% among 72,000 | AID 436;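 active = activity remaining at or below 50% of control, provided the compound also passes the data quality filters; inactive = the rest, including low values that fail the filters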;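 note: 100% = DMSO wells rate and 0% = substrate alone blank rate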
Target sequence (Q92560 whole entry, looked up): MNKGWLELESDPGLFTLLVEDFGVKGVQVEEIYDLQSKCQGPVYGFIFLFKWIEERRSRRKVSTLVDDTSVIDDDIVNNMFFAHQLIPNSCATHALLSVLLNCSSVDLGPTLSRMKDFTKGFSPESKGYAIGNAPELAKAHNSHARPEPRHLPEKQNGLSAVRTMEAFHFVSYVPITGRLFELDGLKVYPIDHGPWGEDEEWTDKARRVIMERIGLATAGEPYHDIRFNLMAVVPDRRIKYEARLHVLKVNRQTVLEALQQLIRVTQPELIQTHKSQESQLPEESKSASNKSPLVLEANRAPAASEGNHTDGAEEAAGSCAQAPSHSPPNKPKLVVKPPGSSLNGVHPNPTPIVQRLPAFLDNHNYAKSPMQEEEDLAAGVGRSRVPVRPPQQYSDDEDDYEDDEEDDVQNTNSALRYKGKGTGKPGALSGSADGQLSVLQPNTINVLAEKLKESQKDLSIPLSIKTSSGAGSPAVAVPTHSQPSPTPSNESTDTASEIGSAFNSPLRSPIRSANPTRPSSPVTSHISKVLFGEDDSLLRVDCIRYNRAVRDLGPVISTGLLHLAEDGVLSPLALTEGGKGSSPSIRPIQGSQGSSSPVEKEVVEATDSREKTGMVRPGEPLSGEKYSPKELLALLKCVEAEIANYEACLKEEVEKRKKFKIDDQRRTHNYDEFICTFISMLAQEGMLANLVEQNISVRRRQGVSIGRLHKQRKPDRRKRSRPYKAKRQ
HePTP inhibitor: human HePTP phosphatase inhibition. P35236. recombinant HePTP phosphatase activity, OD absorbance. inhibition, % at 20 µM. hit rate 0.64% among 110,000; in the data active = inhibition above about 50%;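 note: plate controls were vehicle for no effect and reference inhibitor for full effect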
Target sequence (P35236 whole entry, looked up): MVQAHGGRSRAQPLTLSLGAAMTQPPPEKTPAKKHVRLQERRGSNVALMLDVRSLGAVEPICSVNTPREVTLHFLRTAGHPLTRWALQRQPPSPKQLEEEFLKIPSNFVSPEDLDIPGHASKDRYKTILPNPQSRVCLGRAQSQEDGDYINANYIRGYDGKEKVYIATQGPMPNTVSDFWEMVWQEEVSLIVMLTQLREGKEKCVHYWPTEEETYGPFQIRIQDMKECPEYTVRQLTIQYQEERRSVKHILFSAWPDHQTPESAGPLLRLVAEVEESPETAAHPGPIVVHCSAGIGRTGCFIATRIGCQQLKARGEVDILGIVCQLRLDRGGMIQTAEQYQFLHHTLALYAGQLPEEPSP
* = called active by the depositor; & = joins results of further samples.

For Cc1ccc(CN2C(=O)CCC2C(=O)NCCCN2CCCC(C)C2)cc1 (stereo not drawn) the results were BAP1 block 100 and HePTP inhibitor -4.
`COC(=O)c1[nH]c2cc(OC)c(OC)cc2c1NC(=O)c1cccc(OC)c1` gave BAP1 block 96 and HePTP inhibitor -6.
COc1ccc(Cc2nn3c(-c4cc(OC)c(OC)c(OC)c4)nnc3s2)cc1 was read as HePTP inhibitor 2.
Screening O=C1C2CCCCC2C(=O)N1c1cccc2ccccc12 (stereo not drawn) returned BAP1 block 117.
For O=C(c1cccnc1)N1CCN(C/C=C/c2ccccc2)CC1 the results were HePTP inhibitor 9.
Screening CC1(C)Cc2c(sc3ncn4nc(CSc5nc6ccccc6o5)nc4c23)C(C)(C)N1 returned HePTP inhibitor -3.
CCOC(=O)C1=CS/C(=C2/C(=S)C(C)(C)Nc3ccc(C)cc32)S1 was read as HePTP inhibitor 15.
`COc1ccc(C(=O)Cn2nnc(-c3ccccc3NC(=O)c3ccco3)n2)cc1` gave HePTP inhibitor 7.
For CC(=O)NCc1ccc(C(=O)CSc2nnc(-c3ccncc3)n2Cc2ccccc2)o1 the results were BAP1 block 105 and HePTP inhibitor 10.
COc1cccc(/C=C2\N=C(c3cccs3)OC2=O)c1OC was read as HePTP inhibitor -10.
O=C(N/N=C/c1c[nH]c2ccccc12)c1ccccc1[N+](=O)[O-] was read as HePTP inhibitor 12.
O=C(CS(=O)(=O)c1ccccc1)N1CCCCCC1 was read as BAP1 block 81 and HePTP inhibitor -5.
Screening CC(C)(C)OC(=O)NC(CCCCNC=O)C(=O)O (stereo not drawn) returned BAP1 block 54 and HePTP inhibitor 9.
CC1CC(C)CN(c2oc(-c3ccccc3Cl)nc2C#N)C1 (stereo not drawn) was read as HePTP inhibitor 9.
Screening Cc1ccccc1OCC(=O)O/N=C(\N)Cc1cccs1 returned HePTP inhibitor -2.
Screening Cc1cc(NC(=O)CSc2nc(-c3cccs3)cc(C(F)(F)F)n2)no1 returned BAP1 block 95.
`Cc1ccc(C(=O)c2oc3ccccc3c2C)cc1` gave HePTP inhibitor 3.
`COc1ccc(CC(=O)Nc2ccc3c(c2)OCO3)cc1S(=O)(=O)N1CCOCC1` gave BAP1 block 107 and HePTP inhibitor 7.
Screening N#CCCN1CCN(Cc2cc(-c3ccccc3)ccc2O)CC1 returned BAP1 block 76 and HePTP inhibitor -4.
CCOC(=O)c1c(C)c(C(=O)N2CCc3ccccc3C2)c(C)n1CC was read as BAP1 block 94 and HePTP inhibitor 3.
`CC1(C)Cc2ccccc2C(Sc2ccc(N)cc2)=N1` gave HePTP inhibitor -1.
Screening O=C(CN(Cc1ccccc1)Cc1ccccc1)NC12CC3CC(CC(C3)C1)C2 returned HePTP inhibitor 1.
`CC(C)(C)C(=O)/C=C(\N)COc1ccccc1` gave HePTP inhibitor 1.
`CCc1ccccc1NC(=O)CC1Sc2ccccc2NC1=O` (stereo not drawn) gave HePTP inhibitor -3.
Screening COc1ccccc1NC(=O)CN(c1ccc(Cl)cc1Cl)S(=O)(=O)c1ccccc1 returned HePTP inhibitor 1.
`COc1ccccc1C1Nc2ccccc2NC2=C1C(=O)CCC2` (stereo not drawn) gave HePTP inhibitor -6.
For O=C(NCCCCNc1ccc(C(F)(F)F)cc1[N+](=O)[O-])c1ccc(Cl)cc1 the results were HePTP inhibitor -12.
`Cc1ccc(S(=O)(=O)Nc2ccc(S(=O)(=O)NC(=O)C(C)C)cc2)cc1` gave HePTP inhibitor 10.
`COc1cc(C2=Nc3c(c(C)nn3-c3ccccc3)P(=O)(N3CCOCC3)O2)cc(OC)c1OC` (stereo not drawn) gave HePTP inhibitor 5.
For CC(=O)NC(CCS(C)(=O)=O)C(=O)Nc1cccc(C)c1 (stereo not drawn) the results were BAP1 block 97 and HePTP inhibitor -6.
Screening O=C(O)CCN1C(=O)/C(=C/c2ccc(-c3ccc([N+](=O)[O-])cc3)o2)SC1=S returned HePTP inhibitor 5.
For CCCOc1cccc(C(=O)Nc2nnn(CCC)n2)c1 the results were BAP1 block 89 and HePTP inhibitor 8.
For Cc1ccc(N2C(=O)[C@@H]3Cc4ccccc4CN3C2=O)cc1 the results were BAP1 block 98 and HePTP inhibitor 0.
For COc1ccc(-c2nc(N)n(C(C)=O)n2)cc1 the results were BAP1 block 142 and HePTP inhibitor 8.
Screening COc1cccc(CN(Cc2ccco2)C(c2ccc(F)cc2)c2nnnn2C(C)(C)C)c1 (stereo not drawn) returned BAP1 block 38* and HePTP inhibitor 7.
For COc1cccc(OCCOc2cccc(/C=c3\sc4nc5ccccc5n4c3=O)c2)c1 the results were HePTP inhibitor 2.
For CCOC(=O)C(NCCCO)c1ccccc1 (stereo not drawn) the results were BAP1 block 107 and HePTP inhibitor 8.
`O=C(Cn1nnc(-c2ccc(Cl)cc2)n1)NCC1CCCCC1` gave BAP1 block inactive and HePTP inhibitor 4.
Screening CCOC(=O)C(CC)n1nc(C)n2c(cc3sccc32)c1=O (stereo not drawn) returned BAP1 block 82 and HePTP inhibitor 15.
CCOC(=O)C1CCCN(Cc2c(F)cccc2Cl)C1 (stereo not drawn) was read as BAP1 block 100 and HePTP inhibitor -1.

Taken from above for reference:
For O=C(NCCCCNc1ccc(C(F)(F)F)cc1[N+](=O)[O-])c1ccc(Cl)cc1 the results were HePTP inhibitor -12.
`Cc1ccc(S(=O)(=O)Nc2ccc(S(=O)(=O)NC(=O)C(C)C)cc2)cc1` gave HePTP inhibitor 10.
`COc1cc(C2=Nc3c(c(C)nn3-c3ccccc3)P(=O)(N3CCOCC3)O2)cc(OC)c1OC` (stereo not drawn) gave HePTP inhibitor 5.
For CC(=O)NC(CCS(C)(=O)=O)C(=O)Nc1cccc(C)c1 (stereo not drawn) the results were BAP1 block 97 and HePTP inhibitor -6.

(listing goes on)
Screening CCOC(=O)c1sc2ncnc(N3CCN(c4ccc(OC)cc4)CC3)c2c1C returned BAP1 block 67 and HePTP inhibitor 0.
Screening CCOC(=O)N1CCN(C(c2ccccc2)c2sc3nc(C)nn3c2O)CC1 (stereo not drawn) returned BAP1 block 86.
Screening CCCCOc1ccc(C(=O)O/N=C2\CCOc3cc(OC)ccc32)cc1 returned HePTP inhibitor 1.
Screening COc1ccccc1N1CCN(C(=O)COc2ccc(Cl)cc2Br)CC1 returned BAP1 block 84 and HePTP inhibitor 0.
Screening CN(C)CCCNC(=O)CCC1CCCCC1 returned BAP1 block 103 and HePTP inhibitor 11.
For O=C(/C=C/c1ccc(F)cc1)c1cccc([N+](=O)[O-])c1 the results were HePTP inhibitor -12.
For O=C1CC(N2CCN(CCc3ccccn3)CC2)C(=O)N1c1ccc(Cl)cc1 (stereo not drawn) the results were BAP1 block 113 and HePTP inhibitor 10.
Screening Cc1cc(C(F)(F)F)c(C#N)c(SCC(=O)NC2CC2)n1 returned BAP1 block 166 and HePTP inhibitor 9.
Screening COC(=O)c1ccc(CC(=O)c2c(C)cc(O)cc2O)o1 returned BAP1 block 90 and HePTP inhibitor 2.
For Cc1cc(N2CCN(C)CC2)nc(N2CCOCC2)n1 the results were BAP1 block 92 and HePTP inhibitor 0.
`N#Cc1nc(-c2ccccc2Cl)oc1NCc1ccco1` gave BAP1 block 120 and HePTP inhibitor 11.
Screening O=C(NCc1ccc(Cl)cc1)c1cccnc1 returned BAP1 block 94 and HePTP inhibitor 11.
`Cc1cnc(N)c2c(=O)oc3ccccc3c12` gave HePTP inhibitor 5.
`O=C(NCCCc1ccccc1)c1cnc2n(c1=O)CCS2` gave BAP1 block 95.
`CC(C)OC(=O)CCCCCN1C(=O)CSC1=S` gave BAP1 block 110 and HePTP inhibitor -8.
Screening CN(C)C(=O)N1CCCC(C(=O)NCc2cccs2)C1 (stereo not drawn) returned BAP1 block 107 and HePTP inhibitor -3.
CCC(=O)Nc1cc(-c2nn(C)c(=O)c3ccccc23)ccc1OC was read as BAP1 block 89 and HePTP inhibitor -7.
For CCOc1ccc(N(CC(=O)Nc2ccccc2OCC)S(=O)(=O)c2ccc(SC)cc2)cc1 the results were HePTP inhibitor 5.
Nc1nnc(Cc2c[nH]c3ccccc23)s1 was read as BAP1 block 101 and HePTP inhibitor 9.
Screening O=C(CCNC(=O)/C(=C\c1cccc([N+](=O)[O-])c1)NC(=O)c1ccco1)OCc1ccccc1 returned HePTP inhibitor 4.

Among those listed so far, 3 have a tert-butyl group:
Screening CC(C)(C)OC(=O)NC(CCCCNC=O)C(=O)O (stereo not drawn) returned BAP1 block 54 and HePTP inhibitor 9.
`CC(C)(C)C(=O)/C=C(\N)COc1ccccc1` gave HePTP inhibitor 1.
Screening COc1cccc(CN(Cc2ccco2)C(c2ccc(F)cc2)c2nnnn2C(C)(C)C)c1 (stereo not drawn) returned BAP1 block 38* and HePTP inhibitor 7.

New compounds follow.
Screening N/C(=N\OC(=O)/C=C/c1ccccc1)c1ccccc1 returned HePTP inhibitor -10.
Screening Cc1cccc(N2CCN(c3nc4ccccc4n4cnnc34)CC2)c1C returned BAP1 block 67 and HePTP inhibitor 6.
For Cc1ccccc1-n1c(SCC(=O)N2CCCC2)nnc1-c1ccccn1 the results were BAP1 block 98 and HePTP inhibitor -2.
`COC(=O)c1ccc(/C=C2/SC(=O)N(CNc3ccc(OC)c(Cl)c3)C2=O)cc1` gave HePTP inhibitor -4.
COc1ccc(N2CCN(C(=O)CSc3nnc(COc4cccc5cccnc45)o3)CC2)cc1 was read as BAP1 block 86 and HePTP inhibitor 5.
For O=C(NCCN1CCOCC1)c1nn2c(C(F)(F)F)cc(-c3ccc(Br)cc3)nc2c1Cl the results were HePTP inhibitor -5.
`Cc1cc2nc(-c3cc(NC(=O)/C=C/c4cccc([N+](=O)[O-])c4)ccc3O)oc2cc1C` gave HePTP inhibitor 12.
COc1cccc(NC(=O)C2C3CCC4C(CCC32)C4(Cl)Cl)c1 (stereo not drawn) was read as HePTP inhibitor -9.
For C=C1c2ccc(C)cc2NC(=O)N1c1cccc(Cl)c1 the results were HePTP inhibitor -1.
CCC1CCCCN1c1nc2c(c(=O)n(C)c(=O)n2C)n1CCSc1nc2ccccc2o1 (stereo not drawn) was read as BAP1 block 100 and HePTP inhibitor -8.
For O=C(O)c1cc(O)c2ccccc2c1O the results were HePTP inhibitor -4.
Screening Cc1nc2cc(NC(=O)N(C)c3ccc4ccccc4c3)ccc2o1 returned BAP1 block 160 and HePTP inhibitor 8.
CCOc1ccccc1NC(=O)Cn1nnc(-c2ccc(OCC)c(OCC)c2)n1 was read as BAP1 block 84 and HePTP inhibitor -10.
`CCCCCCn1c(CN2CCCCC2CC)nc2c1c(=O)n(C)c(=O)n2C` (stereo not drawn) gave BAP1 block 91 and HePTP inhibitor 6.
CC(C)C(=O)NS(=O)(=O)c1ccc(NC(=O)c2ccccc2Cl)cc1 was read as HePTP inhibitor 4.
`O=C1CCCC2=C1C(c1ccc(F)cc1)Nc1ccc(C(=O)c3ccccc3)cc1N2` (stereo not drawn) gave HePTP inhibitor -6.
Screening COc1ccc(N(CC(=O)NC2CCCCCCC2)S(=O)(=O)c2c(C)nn(C)c2C)cc1 returned BAP1 block 92 and HePTP inhibitor 4.
For O=C(Nc1nc2ccccc2n1Cc1ccccc1)c1ccco1 the results were BAP1 block 690 and HePTP inhibitor 3.
COc1ccc(/C=C(\NC(=O)c2ccccc2)C(=O)NN)cc1OC was read as HePTP inhibitor 3.
`CCCc1cc(=O)oc2cc(OC(C)=O)cc(OC(C)=O)c12` gave BAP1 block inactive.

Structures from the list above that have bromine (2):
Screening COc1ccccc1N1CCN(C(=O)COc2ccc(Cl)cc2Br)CC1 returned BAP1 block 84 and HePTP inhibitor 0.
For O=C(NCCN1CCOCC1)c1nn2c(C(F)(F)F)cc(-c3ccc(Br)cc3)nc2c1Cl the results were HePTP inhibitor -5.

Following part.
For COc1ccc(/C=C/C(=O)C2(C)CCCCC2)cc1 the results were HePTP inhibitor -5.
O=C(COc1ccc(S(=O)(=O)N2CCOCC2)cc1)NC1CCCC1 was read as BAP1 block 135 and HePTP inhibitor 7.
`NS(=O)(=O)c1cccc(NC(=O)c2ccc(Cl)cc2Cl)c1` gave HePTP inhibitor -1.
For CCOC(=O)N1CCN(C(=O)C2CCN(S(=O)(=O)CC)CC2)CC1 the results were BAP1 block 104 and HePTP inhibitor 6.
`COc1ccc2nc(C)c(C(=O)OCCN(C)C)cc2c1` gave HePTP inhibitor 7.
Cc1cc(C)nc(/N=C(/N)Nc2ccccc2[N+](=O)[O-])n1 was read as HePTP inhibitor 1.
COc1cc(C(=O)N2CCN(C(=O)c3ccccc3)CC2)cc(OC)c1OC was read as BAP1 block 101 and HePTP inhibitor 10.
`c1cncc(-c2nnc3sc(C4CCCCC4)nn23)c1` gave BAP1 block 132 and HePTP inhibitor -8.
`COc1cc(C(=O)Nc2cc(-c3nc4cc(C)ccc4o3)ccc2C)cc(OC)c1OC` gave BAP1 block 102 and HePTP inhibitor 7.
Screening Nc1nc(-c2ccccc2)cc(N2CCCC2)n1 returned HePTP inhibitor 1.
`CCOc1ccccc1N(CC(=O)Nc1ccc2c(c1)OCCO2)S(C)(=O)=O` gave BAP1 block 95 and HePTP inhibitor 8.
Screening CCCCn1c(SCC(=O)N2CC(C)CC(C)C2)nc2cc(S(N)(=O)=O)ccc21 (stereo not drawn) returned BAP1 block 109 and HePTP inhibitor -5.
For CCOc1ccc(OCCSc2nc(C)cc(=O)[nH]2)cc1 the results were BAP1 block 96 and HePTP inhibitor 9.
For Cc1cc(Br)c2[nH]c3c(c2c1)CCCC3=O the results were HePTP inhibitor 1.
`Cc1ccc(CNC(=O)C(=O)NCc2ccc(Cl)cc2)cc1` gave HePTP inhibitor 2.
`CCn1c(COc2ccc(C)cc2)nnc1SCC(=O)Nc1ccc2c(c1)OCCO2` gave BAP1 block 98 and HePTP inhibitor 10.
Cc1ccccc1-c1noc(-c2cccs2)n1 was read as BAP1 block 93 and HePTP inhibitor 6&2.
